USP2a block: USP2a (human) protease inhibition | USP2 core, Ub-CHOP2 coupled fluorogenic reporter, 485/531 | Potency, µM (doses to about 38.3 µM), without a hit: at the highest dose activity change, negative = inhibition, hits mostly inhibitors | actives 0.01% (n = 330,000) | AID 463254;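 note: potency is the fitted concentration of half-maximal effect; plate controls were DMSO wells for no effect and full inhibition by NEM control for full effect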
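USP2 core (10nM final) preincubated 30min RT with compound in 20mM Tris-HCl pH 8.0, 2mM CaCl2, 2mM beta-mercaptoethanol, 0.05% CHAPS; 25nM Ub-CHOP2 plus 25nM reporter substrate added, fluorescence (Ex485/Em531) read after 60min.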
TCR activator: activates T cell receptor signaling; 330,000 tested, under 10 active; primary human leukocytes, anti-CD3, IL-2 HTRF, 48 h; Potency, µM (top dose mostly 9.22 µM), for inactives: at the top dose activation of IL-2 secretion, hits mostly activators; AID 504894; note: % of control where 0% means no effect
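HTRF read-out of IL-2 secretion: europium cryptate donor excited at 320nm, d2 acceptor emission at 665nm. Cells were primary human leukocytes incubated 48 hr with compounds and a-CD3 beads, supplying TCR signal only.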
Mito fusion yeast: mitochondrial division inhibition or fusion activation | S. cerevisiae fusion-defective mutant growth rescue, CellTiterGlo 48 h | Potency, µM (series often up to 46.1 µM), without a hit: at the highest dose growth rescue (activation), usual class: activators | actives 0.23% (n = 320,000);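 note: potency is the fitted concentration of half-maximal effect; % of control where 0% means no effect; nearly all actives have a fitted effect of over 45% in size; temperature-sensitive fusion mutants such as fzo1-1 at 37 °C on non-fermentable ethanol glycerol medium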
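Read-out: ATP-based luminescence (CellTiterGlo, 10 min ambient) reporting growth of fusion-defective ts yeast after 48 hours at 37C on glycerol/ethanol YPEG medium in the presence of compound.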
Chronic BCR inh: inhibitors of chronic active B-cell receptor signaling; actives 0.05% (n = 340,000); Potency, µM (titrated, usually from 46.1 µM), inactives show at the top dose ratio change, negative = lower green/red ratio, usual class: inhibitors; ABC-DLBCL IkBa-CBG/CBR reporter, luminescence ratio, 4 h; active = well fitted inhibition curve with a large enough effect in the signal ratio, with a control signal flat, not every such curve was filed as active; inconclusive = small, poorly fitted or top-dose-only effect, or effect the other way, or a change in a side signal; the % refers to the signal ratio;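 note: potency is the fitted concentration of half-maximal effect; plate controls were basal doxycycline-induced cells for no effect and cells given 10 µM MG132 for full effect; MG132 reads +100%, hits lower the ratio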
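Cell line TMD8 (human ABC DLBCL), stably expressing tet-inducible CBG68-IkBa fusion and CBR; IMDM/0.5% FBS; cpd up to 46 uM; dox induction, 4 h, 37C/5% CO2; dual luminescence; green/red ratio; MG132 control.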
uPA generation: blocks generation of uPA at the cell surface; cell surface uPA generation assay, qHTS; actives 0.31% (n = 330,000); Potency, µM (titrated, usually from 38.3 µM), for the others: at the highest dose activity change, negative = inhibition, most hits filed as inhibitors; active = well fitted inhibition curve with a large enough effect; inconclusive = small, poorly fitted or top-dose-only effect; inactive = no such curve, though single readings can be large or run the other way; tested in mouse RAW 264.7 cells; note: potency is the fitted concentration of half-maximal effect; % is set by controls: 0 for no effect and ±100 for the full control effect; nearly all actives have a fitted effect of over 55% in size
TSG101-PTAP inh: blocks PTAP/TSG101 interaction to inhibit HIV-1 budding. Q99816. Fluorescence polarization, FITC-PTAP peptide / Tsg101 binding. Potency, µM (top dose mostly 115 µM), without a hit: at the top dose activity change, negative = inhibition, usual class: inhibitors. 340,000 tested, under 10 active. AID 493005; active = well fitted inhibition curve with a large enough effect in the main read-out, with a control signal flat, not every such curve was filed as active; inconclusive = small, poorly fitted or top-dose-only effect, or effect the other way, or a change in a side signal; inactive = no such curve, though single readings can be large or run the other way; note: potency is the fitted concentration of half-maximal effect; % of control where 0% means no effect
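FP read-out: FITC-PTAP peptide, 50 nM final, binding Tsg101 binding domain, 10 uM final; 20 min, r.t.; 10 mM HEPES pH 7.5, 0.15 M NaCl, 0.01% Tween 20, 3 mM EDTA, 0.1 mM TCEP.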
Eya2 phos inh: Eya2 (human) phosphatase inhibition; O00167; recombinant Eya2, OMFP fluorescence dephosphorylation (OMFP is methylfluorescein phosphate); Potency, µM (highest dose often 76.9 µM), for inactives: at the top dose activity, negative = inhibition, usual class: inhibitors; actives 0.006% (n = 330,000); AID 488837; note: potency is the fitted concentration of half-maximal effect; % is set by controls: 0 for no effect and ±100 for the full control effect
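Eya2 (0.2 uM) preincubated 10 min at ambient with compound, then OMFP substrate added at 50 uM; 10 min reaction in 50 mM HEPES pH 7.5, 50 mM NaCl, 5 uM MgCl2, 0.05% BSA, 1 mM DTT. Fluorescence read at Ex 485/Em 525 nm.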
Tb PFK inh: blocks T. brucei phosphofructokinase; Potency, µM (doses to about 57.5 µM), without a hit: top-dose activity, negative = inhibition, hits mostly inhibitors; actives 0.17% (n = 330,000); T. brucei PFK, ADP-Glo luminescence; O15648;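 note: potency is the fitted concentration of half-maximal effect; 0% = uninhibited 1x PFK enzyme wells and -100% = no-enzyme wells; nearly all actives have a fitted effect of over 60% in size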
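Luminescent ADP detection (ADP-Glo, two-step: ATP depletion then ADP-to-ATP conversion for luciferase) reported PFK activity after 45 min room-temperature reaction of 1.25 nM enzyme with 0.5 mM F6P and 0.1 mM ATP at pH 8.0.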
B2AR arrestin: beta2AR (human) beta-arrestin recruitment activity; P07550; beta-arrestin recruitment to beta2AR, cell-based reporter; Potency, µM (highest dose often 46.1 µM), without a hit: at the highest dose activation, actives largely listed as activators; actives 0.02% (n = 330,000); AID 492947;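 note: potency is the fitted concentration of half-maximal effect; 0% = DMSO controls and full agonism = EC100 isoproterenol or metaproterenol; nearly all actives have a fitted effect of over 65% in size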
TSHR antag: antagonists of human thyroid stimulating hormone receptor; TSHR-expressing cells, TSH-stimulated cAMP HTRF, 2 h; hits give low values; actives 0.2% (n = 330,000); activity change, negative = inhibition, % at 11.5 µM; P16473;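 active = activity change below a set negative limit, meaning inhibition stronger than a set level, cut at about -70% in these data; inconclusive = activity change between two set negative limits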; note: % is set by controls: 0 for no effect and ±100 for the full control effect
Target sequence (P16473 whole entry, looked up): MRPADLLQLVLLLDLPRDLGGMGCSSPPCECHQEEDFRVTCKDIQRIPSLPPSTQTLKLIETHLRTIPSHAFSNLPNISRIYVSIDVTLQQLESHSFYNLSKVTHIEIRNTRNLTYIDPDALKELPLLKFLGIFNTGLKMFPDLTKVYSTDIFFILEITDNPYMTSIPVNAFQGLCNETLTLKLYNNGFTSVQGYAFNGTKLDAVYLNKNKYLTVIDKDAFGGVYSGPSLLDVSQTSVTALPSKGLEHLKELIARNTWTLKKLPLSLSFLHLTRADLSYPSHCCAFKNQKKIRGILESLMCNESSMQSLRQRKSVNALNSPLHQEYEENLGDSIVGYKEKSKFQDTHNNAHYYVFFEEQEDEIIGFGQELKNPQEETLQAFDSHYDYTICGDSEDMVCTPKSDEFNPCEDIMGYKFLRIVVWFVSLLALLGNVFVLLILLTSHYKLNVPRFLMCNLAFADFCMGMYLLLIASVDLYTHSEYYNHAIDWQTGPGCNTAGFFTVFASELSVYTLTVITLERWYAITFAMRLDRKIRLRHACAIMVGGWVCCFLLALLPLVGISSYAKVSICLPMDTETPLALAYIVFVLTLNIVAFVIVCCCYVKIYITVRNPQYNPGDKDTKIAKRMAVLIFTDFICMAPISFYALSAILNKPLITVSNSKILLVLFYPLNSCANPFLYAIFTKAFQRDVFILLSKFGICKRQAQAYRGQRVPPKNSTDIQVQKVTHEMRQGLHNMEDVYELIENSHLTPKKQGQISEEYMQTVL
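Freshly harvested TSHR cells receive pin-tooled compound, then EC80 TSH at 4nM final. After 2 hours at 37 deg C, antibody in lysis buffer and cAMP-d2 are added; 30 minutes at ambient temperature precede the HTRF read.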
ELG1 repair inh: blocks ELG1-dependent DNA repair in HEK293T cells | actives 2.3% (n = 330,000) | Potency, µM (doses to about 46.1 µM), without a hit: at the highest dose activity change, negative = inhibition, usual class: inhibitors | HEK293T ELG1-luciferase reporter, luminescence, 16 h; DNA damage induced by 5-fluorouridine; note: potency is the fitted concentration of half-maximal effect; % is set by controls: 0 for no effect and ±100 for the full control effect; nearly all actives have a fitted effect of over 55% in size
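Cells (2,000 per well) received 5-fluorouridine plus test compound or DMSO and were incubated 16 hr at 37 °C, 5% CO2. Luciferase activity was read by luminescence 30 min after ONE-Glo addition; signal suppression marked inhibition of damage-induced ELG1 function.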
Active calls of the source: *; ? = inconclusive; · = no result given; [ ] = remark or other dose. Unless noted, calls come from the whole dose curve; as a rule, active = well fitted curve in the direction sought with a large enough effect; inconclusive = small, poorly fitted or top-dose-only effect, or another doubt; inactive = no such curve, though single readings can be large; an effect the other way counts as inactive or inconclusive.

Below each compound – USP2a block	TCR activator	Mito fusion yeast	Chronic BCR inh	uPA generation	TSG101-PTAP inh	Eya2 phos inh	Tb PFK inh	B2AR arrestin	TSHR antag	ELG1 repair inh
CC1(N(O)C=C2C=CC(=O)C=C2)CCCCC1=O (configuration not stated)
→ -1.1%	-0.4%	3.2%	-0.1%	0.9%	-1.2%	7.9%	0.3%	?	1.3	?
CN(C(=O)CCc1nnc(CCCCc2ccccc2)o1)C1CCOCC1
→ 0.8%	-8.9%	-4.1%	11.4%	3.0%	-5.5%	?	6.5%	0.2%	2.1	3.9%
COc1cc(CN(C2CCCCC2)S(=O)(=O)c2ccc(S(=O)(=O)N(C)C3CCCCC3)cc2)cc(OC)c1OC
→ -6.9%	2.7%[46.1 µM]	-19.0%	-3.0%	1.0%	-8.1%	-4.7%	0.2%	?	-9.9	-16.2%
Fc1cccc(CSc2nnc3ccc(-c4ccncc4)nn23)c1
→ 0.0%	1.2%	8.5%	?	1.6%	-2.0%	18.9%	-4.9%	0.1%	-16.4	-1.4%
c1ccc2c(c1)CC1(CCCC1)N=C2N1CCOCC1
→ -0.6%	2.9%	4.6%	2.8%	-3.5%	-10.2%	1.7%	-14.0%	-0.4%	3.2	0.0%
COc1ccccc1/C=C/CN1CC(C)OC(C)C1 (configuration not stated)
→ 1.6%	·	1.3%	0.7%	·	2.7%	14.6%	-6.5%	-0.1%	-3.7	4.9%
Cc1ccc(-c2noc(C3CCCN(C(=O)c4ccccc4Br)C3)n2)cc1 (configuration not stated)
→ 0.2%	·	7.2%	-9.5%	-0.9%	-4.3%	4.9%	-1.8%	0.5%	-18.3	?
Cc1cc(=S)cc(C)n1CCO
→ 1.4%	7.1%[46.1 µM]	-22.3%	3.5%	-3.9%	-2.6%	3.8%	-13.8%	-0.5%	1.4	-5.3%
CC(CNS(=O)(=O)c1ccccc1)(c1ccccc1)N1CCOCC1 (configuration not stated)
→ 3.9%	1.6%[46.1 µM]	1.6%	1.4%	19.3%	-1.0%	-7.2%	4.1%	0.1%	9.5	-6.7%
[2H]C([2H])(CCOS(N)(=O)=O)c1ccccc1
→ -0.2%	4.7%	-1.2%	?	13.5%	0.0%	-2.1%	3.2%	-1.0%	1.0	-14.5%
CC(/C=N/NC(=O)Cn1cnc2c1c(=O)n(C)c(=O)n2C)=C\c1ccccc1
→ 0.5%	0.6%[46.1 µM]	-0.7%	-1.7%	2.1%	-3.0%	5.8%	2.6%	-0.5%	3.6	-0.3%
COCCn1c(SCc2nc3scc(-c4ccc(Cl)cc4)c3c(=O)[nH]2)nnc1-c1cccc(C)c1
→ -0.7%	6.7%[46.1 µM]	7.5%	11.4%	-10.5%	-0.2%	3.4%	-0.1%	-0.9%	-5.8	23.1µM*
CC(C)(C)NC(=O)C(=O)NNC(=O)c1cccc(F)c1
→ 1.5%	3.6%	1.1%	?	·	-1.8%	8.5%	-2.9%	-1.1%	7.2	?
COc1ccc(OC)c(/C=C/C(=O)N2CCN(S(=O)(=O)c3cc(C)ccc3C)CC2)c1
→ 1.7%	1.0%	21.8%	-0.1%	-1.1%	-1.0%	-7.5%	-2.3%	-0.7%	-1.5	?
COc1ccc(S(=O)(=O)N2CCC(NC(=O)c3cccnc3)CC2)cc1
→ -0.6%	4.6%	6.9%	-2.7%	-0.1%	0.4%	-22.1%	-3.3%	-0.5%	·	7.8%
COc1ccc(/C=C2\CCC(C3CCCC3)C2=O)c(OC)c1OC (configuration not stated)
→ -0.9%	-8.9%	3.2%	?	13.9%	-4.7%	-3.1%	2.0%	0.2%	-11.3	20.5%
CCOC(=O)c1ccc2c(c1)N(CC(=O)N1CCCCC1)C(=O)C(C)(C)O2
→ -0.9%	0.0%[46.1 µM]	0.4%	5.0%	-4.2%	-9.7%	-16.5%	-0.4%	-0.1%	1.7	-5.2%
Nn1c(Cc2ccccc2F)nnc1SCC(=O)Nc1cccc(S(=O)(=O)NC2=NCCCCC2)c1
→ 1.9%	2.6%	12.1%	-6.5%	2.9%	-3.4%	8.4%	5.7%	0.0%	13.9	-1.9%
CN(CC(=O)Nc1cccc(F)c1)C(=O)c1ccc(COc2ccccc2)cc1
→ 1.4%	-1.3%	11.1%	?	-10.6%	-0.3%	-22.0%	3.1%	0.0%	2.6	-18.9%
O=C(CSc1ccc2c(c1)OCCO2)NC(=O)NC1CCCC1
→ -0.5%	·	-7.9%	-1.1%	4.4%	-9.1%	4.8%	0.1%	0.1%	18.7	0.731µM*
Nc1nc(CN2CCN(c3ccccc3F)CC2)nc(Nc2ccc3c(c2)OCCO3)n1
→ 2.2%	-10.3%	-2.1%	-14.9%	·	-3.1%	-0.7%	1.4%	-0.5%	-1.4	23.1µM*
Cc1ccc(CNC(=O)CCC2CCCN(C(=O)c3ccc4c(c3)OCO4)C2)o1 (configuration not stated)
→ -0.4%	3.3%	-1.1%	1.6%	6.8%	-4.3%	-3.8%	-0.8%	-0.9%	-1.8	-11.1%
Cc1ccccc1-n1nnnc1SCC(=O)c1c(N)n(C)c(=O)n(C)c1=O
→ 0.8%	1.2%	-1.4%	-0.6%	2.0%	-1.7%	16.3%	5.5%	-0.7%	-0.6	-10.9%
Cc1cc(NC(=O)c2ccc(Cl)cc2)ccc1NC(=O)c1ccccc1Cl
→ 2.9%	·	3.0%	-4.8%	-0.8%	-3.5%	11.5%	-0.4%	0.3%	43.0	4.6%
O=C(NCc1ccco1)C1CCN(C(=O)c2cc3sccc3n2Cc2ccc(Cl)cc2)CC1
→ 1.5%	-2.5%	-9.5%	?	?	-3.6%	18.0%	-0.6%	0.2%	-19.8	18.4µM*
Cn1nccc1C(=O)Nc1ccc(Cl)cc1
→ 0.3%	5.0%	-4.0%	?	-5.3%	-2.1%	16.6%	-2.9%	0.4%	-2.3	?
O=C(c1ccco1)[C@@H]1[C@@H]2C(=O)N(c3ccccc3)C(=O)[C@@H]2C2c3ccccc3C=CN21 (some centres not stated)
→ 10.6%	3.1%	-3.9%	0.0%	3.2%	-11.6%	1.7%	0.0%	-0.3%	-5.7	-19.9%
COc1c(Cl)cc(Cl)cc1CNCCNCC(C)O (configuration not stated)
→ 4.1%	-1.3%	-8.7%	?	-4.0%	-10.9%	7.3%	0.8%	-0.7%	45.5	-0.7%
CCC(=NCc1ccco1)c1c(C(F)(F)F)[nH]n(-c2nc3ccccc3s2)c1=O
→ -3.1%	1.3%	-3.1%	?	-2.7%	-8.8%	4.2%	-0.6%	-1.8%	10.8	?
CCOc1ccc(C(O)(c2ccccc2OC)C(CN2CCCC2)c2ccccc2)cc1 (configuration not stated)
→ 0.3%	-2.5%	-9.6%	-0.3%	-11.7%	-2.6%	-4.3%	3.6%	-0.4%	4.5	-13.5%
CCOc1c(C(N)=O)c(-c2ccccc2)c2c(=O)[nH]c3ccccc3n12
→ 0.1%	1.2%	-0.8%	?	0.0%	-0.3%	-2.7%	-3.3%	-0.5%	-7.1	6.6%
CCN(CC)CCCNC(=O)c1cc(-c2ccccc2)c(N2CCCCC2)s1
→ 0.0%	-1.8%	-54.9%[inhibitor]	1.3%	-19.2%	1.6%	-21.7%	5.6%	0.1%	-5.9	14.8%
Cc1ccc(NC(=O)CN(C)C(=O)c2ccc(Cl)c([N+](=O)[O-])c2)cc1
→ 5.3%	-0.3%[46.1 µM]	-4.9%	?	2.0%	-1.0%	5.1%	0.0%	2.4%	30.6	?
Cc1ccc(-c2cnc(-c3ccccc3C(=O)O)o2)cc1
→ -0.2%	-0.1%	25.3%	3.4%	-0.3%	-0.3%	-13.6%	1.5%	0.2%	6.6	?
Cc1ccnc2c(N3C(=O)C4C5C=CC(C5)C4(C)C3=O)cccc12 (configuration not stated)
→ 0.7%	-3.3%	-1.4%	9.3%	-7.5%	-3.3%	18.1%	-1.1%	-0.2%	-2.3	24.7%
O=C(Cc1cccs1)N[C@@H]1c2ccccc2CC[C@H]1OCc1ccccc1
→ 0.4%	0.5%[46.1 µM]	·	-0.1%	-8.0%	0.8%	6.8%	-5.8%	-0.4%	7.8	5.3%

Bioassay records (PubChem BioAssay)

The order is random; 3% or so of the library scored in one or more.
